Screens deposited in PubChem BioAssay by The Scripps Research Institute Molecular Screening Center.
PLC-gamma1 inh = inhibitors of human phospholipase C gamma1; P19174; purified PLC-gamma1, fluorogenic substrate, fluorescence; inhibition, % at 12.2 µM; hit rate 0.84% among 370,000; AID 720700; in the data active means inhibition above about 9.5%
PLCb3 inh = PLC-beta3 (human) inhibition, primary screen; Q01970; Purified PLC-beta3, fluorogenic substrate, fluorescence; inhibition, % at 12.2 µM; hit rate 0.18% among 370,000; AID 720704; in the data active means inhibition above about 11%;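 further: 0% = median of compound wells on plate and 100% = full blocker control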
UHRF1 MBD2 ctr = blocks human UHRF1 binding to methylated DNA; Q96T88; UHRF1 binding to methylated oligo, TR-FRET; inhibition, % at 4.4 µM; hit rate 0.75% among 370,000; in the data active means inhibition above about 21%;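 further: UHRF1 SRA domain binding a hemimethylated CpG hairpin DNA probe; 0% = median of test compound wells and 100% = reference inhibitor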
Target sequence (Q96T88 whole entry, looked up, the tested form may be a part): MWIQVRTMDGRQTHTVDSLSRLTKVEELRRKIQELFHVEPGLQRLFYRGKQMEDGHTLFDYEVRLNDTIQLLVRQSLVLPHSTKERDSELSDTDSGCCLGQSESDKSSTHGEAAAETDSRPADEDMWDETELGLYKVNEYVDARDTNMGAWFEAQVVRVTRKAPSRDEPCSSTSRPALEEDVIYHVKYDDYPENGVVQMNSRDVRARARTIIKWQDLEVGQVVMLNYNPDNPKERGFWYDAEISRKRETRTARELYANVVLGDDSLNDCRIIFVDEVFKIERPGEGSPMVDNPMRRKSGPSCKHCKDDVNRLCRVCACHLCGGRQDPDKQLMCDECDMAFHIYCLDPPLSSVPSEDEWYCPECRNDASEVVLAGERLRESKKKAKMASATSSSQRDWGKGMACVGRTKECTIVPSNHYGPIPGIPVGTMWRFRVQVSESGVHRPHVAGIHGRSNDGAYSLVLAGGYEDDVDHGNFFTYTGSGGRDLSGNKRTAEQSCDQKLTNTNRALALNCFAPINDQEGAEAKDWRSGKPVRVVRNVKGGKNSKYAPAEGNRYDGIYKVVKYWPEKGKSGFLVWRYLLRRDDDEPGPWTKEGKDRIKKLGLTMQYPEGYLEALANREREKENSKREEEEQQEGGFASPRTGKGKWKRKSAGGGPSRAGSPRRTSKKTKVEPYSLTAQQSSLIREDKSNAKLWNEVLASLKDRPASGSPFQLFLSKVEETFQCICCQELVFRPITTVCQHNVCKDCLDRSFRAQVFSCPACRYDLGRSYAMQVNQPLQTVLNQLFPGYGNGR
DDE Tn7 FP inh = DD(E)-Tn7 binding inhibition, primary FP screen. inhibition, % at 8.3 µM. hit rate 0.13% among 370,000. FP displacement of FITC-Tn7 peptide from fibrin DD(E); 0% = median of compound wells per plate;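 active means inhibition above the mean of compounds falling within the control limits plus 3 SD of them, cut at about 14% in these data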;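 further: 0% = plate median of compound wells and 100% = 10 µM Aha-Tn7 peptide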
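Test system: human clot-derived fibrin DD(E) complex / Quantity: 2 µM final DD(E) protein / Incubation: 10 min plus 3 h, room temperature / Measured by: fluorescence polarization / Benchmarks: high control of 10 µM Aha-Tn7 peptide / Replicates: singlicate testing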
KLK7 zymogen act = proKLK7 (human) activation, primary screen; hit rate 0.9% among 370,000; activation, % at 7 µM; P49862; purified proKLK7, EDANS-DABCYL substrate fluorescence; 100% is mature enzyme control, 0% vehicle; AID 652039;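 active means activation above the mean of all tested compounds plus 3 SD, computed per campaign excluding outliers beyond control limits, cut at about 13% in these data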
MBD2 inh = blocks human MBD2 binding to methylated DNA. Q9UBB5. TR-FRET, MBD2 binding to methylated oligonucleotide. inhibition, % at 4.4 µM. hit rate 0.31% among 370,000; in the data active means inhibition above about 13%
Tn6 DDE FP = disrupts Tn6 cyclic peptide binding to fibrin D-Dimer-E complex; P02675; Fibrin DD(E) TRITC-Tn6 fluorescence polarization displacement; hit rate 0.21% among 370,000; inhibition, % at 8.3 µM; AID 720509;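 active means inhibition above a per-campaign cutoff: mean of compounds within control limits plus 3 SD, cut at about 15% in these data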;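 further: 0% = median of all compound wells on the plate and 100% = blocking peptide control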
ADAM17 inh = inhibitors of human ADAM17. inhibition, % at 6.95 µM. hit rate 0.83% among 370,000. AID 720648. P78536. recombinant ADAM17, EDANS/DABCYL FRET peptide cleavage;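 active means inhibition above the mean of compounds lying between control limits plus 3 SD, set per campaign, cut at about 8.5% in these data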;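 further: 0% = DMSO-only wells as the low control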
ARFGAP1 inhibitor = inhibitors of rat ARFGAP1 | Q62848 | Arfgap1-stimulated ARF1 GTP hydrolysis, GDP FP detection | inhibition, % at 16.5 µM | hit rate 0.26% among 360,000 | AID 651572;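 active means inhibition above a per-plate limit, mean inhibition of low control wells plus 3 SD, cut at about 25% in these data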;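 further: 0% = DMSO wells with enzyme and 100% = wells lacking Arfgap1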
Target sequence (Q62848 1-136 limits assumed): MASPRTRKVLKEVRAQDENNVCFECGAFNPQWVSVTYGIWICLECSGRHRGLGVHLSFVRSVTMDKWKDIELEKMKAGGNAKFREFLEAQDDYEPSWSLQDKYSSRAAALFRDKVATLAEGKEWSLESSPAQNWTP
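Replicates: Single well per compound | Assay system: Truncated rat Arfgap1 GAP domain | Control set: No-Arfgap1 wells (100%) versus DMSO full-reaction wells (0%) | Times: Enzyme reaction 120 min at 25 °C after 20 min preincubation | Reagent: Human ARF1(Δ1-17)-GTP substrate | Measured by: Tracer-displacement fluorescence polarization with EDTA stop, 620/688 nm | Measure: Percent inhibition of Arfgap1-stimulated GTP hydrolysis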
ASAP1 GAP inh = blocks human ASAP1-stimulated Arf1 GTP hydrolysis | Q9ULH1 | GDP FP detection | inhibition, % at 16.5 µM | hit rate 0.19% among 360,000; in the data active means inhibition above about 25%;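 further: 0% = vehicle with enzyme and substrate and 100% = no enzyme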
An asterisk follows results filed as active; x = no result given.

PLC-gamma1 inh	PLCb3 inh	UHRF1 MBD2 ctr	DDE Tn7 FP inh	KLK7 zymogen act	MBD2 inh	Tn6 DDE FP	ADAM17 inh	ARFGAP1 inhibitor	ASAP1 GAP inh	SMILES
2.0	-3.4	-0.4	3.7	-0.2	-2.2	9.5	-2.7	-5.7	-3.2	CC(C)c1ccc(N=C2N=C(N)c3ccccc32)cc1
-10.6	-17.9	-1.7	-2.8	0.2	1.2	3.0	-8.2	2.3	9.7	COC(=O)CSc1nc2ccc(N)cc2s1
2.7	-2.0	1.1	-3.6	-0.5	0.8	-0.4	-3.8	-3.6	-0.5	COc1ccc(NC(=O)N(C)C[C@@H]2OCc3cnnn3CCCC(=O)N([C@@H](C)CO)C[C@@H]2C)cc1
4.9	4.6	-5.3	-1.2	-0.7	5.4	-1.2	0.4	20.2	-1.5	CC1CCCCC1NC(=O)CN1CCC(O)(c2ccc(F)cc2)CC1 (configuration not stated)
1.0	-5.0	1.7	1.6	0.6	2.7	-0.9	6.8	-4.0	7.1	O=C(O)c1nn(CCOc2ccc(Br)cc2)c(=O)c2ccccc12
-0.1	-7.0	13.2	-0.4	0.5	0.8	-5.8	-3.0	-5.5	3.5	CCCCCCCC1(C)NC(=O)NC1=O (configuration not stated)
-1.3	4.4	3.7	2.8	-0.2	1.6	1.2	-2.6	-0.1	-0.3	O=C(c1ccc2snnc2c1)N1CCN(c2ccccc2)CC1
1.4	1.9	-3.9	4.7	0.4	-5.1	-3.7	-1.9	19.1	-6.8	O=C(NCCCCCCNC(=O)c1ccc(Br)s1)c1ccc(Br)s1
-0.6	-0.3	-1.5	-5.3	-0.5	0.1	0.2	3.3	-11.9	15.0	O=[N+]([O-])c1cccc(NC2=NCCC2)c1
-11.3	-13.4	0.8	-7.1	0.2	-1.0	-1.3	-6.4	17.2	4.5	CC(O)(c1cccc(F)c1)c1nc(-c2cccc3cccnc23)cs1 (configuration not stated)
-0.9	-3.2	0.6	-2.0	0.3	-5.6	1.3	-3.0	-13.4	-11.6	CCN(CC)c1nc(C)nc2c1sc(=S)n2C
8.5	8.0	1.5	-5.0	0.2	0.5	-2.4	8.9*	-3.9	-4.4	Cc1ccc(S(=O)(=O)N(CC(=O)N=Nc2c(O)[nH]c3ccccc23)c2ccc(C)c(C)c2)cc1
3.8	2.8	-3.9	5.6	0.7	0.8	3.6	0.2	-8.3	-12.1	O=C(NC12CC3CC(CC(C3)C1)C2)c1cc([N+](=O)[O-])ccc1N1CCOCC1
0.9	-0.4	-3.0	0.0	-0.5	-5.7	-2.7	3.7	-4.0	-3.0	COc1ccc(OC)c(NC(=O)/C=C/c2ccccc2[N+](=O)[O-])c1
0.2	-2.0	-0.7	0.8	-0.5	-0.5	-0.3	-2.9	-12.4	1.1	CC1CCCC(C)N1C(=O)CSc1nc2c(c(=O)n(C)c(=O)n2C)n1C (configuration not stated)
-0.8	-1.0	-3.5	-7.0	0.1	-1.9	6.2	0.5	1.1	-8.7	Cc1ccc(S(=O)(=O)NCC(=O)OCc2nnc(-c3ccccc3)o2)cc1C
2.4	-7.6	-1.0	0.1	0.1	-3.7	-8.0	-4.3	7.7	0.4	O=C(Nc1ccc(F)cc1F)N1CCCCCC1
-2.0	-1.2	2.6	-1.6	1.0	5.2	-5.1	-12.5	-16.3	6.2	CC1(C)Cc2nc(NCCN3CCOCC3)c(C#N)cc2CO1
-0.2	1.3	-1.5	-4.9	0.5	-0.1	-3.4	-0.6	7.8	-9.3	Cc1cc(NC(=O)CSCCc2ccncc2)no1
5.2	5.8	1.8	-3.2	-0.1	1.5	-3.2	3.4	1.6	-11.2	O=C(Nc1ccc([N+](=O)[O-])cc1)c1ccccc1F
0.7	0.9	0.6	4.2	0.6	0.6	-7.2	-1.0	-6.7	9.1	CCN(CC)CC#CCC(O)(c1ccccc1)C1CCCC1 (configuration not stated)
-1.4	-0.5	1.4	-5.1	0.6	0.1	-0.1	-0.4	-2.1	-4.3	CCn1ncc(NC(=S)NCCc2ccc(OC)c(OC)c2)c1C(N)=O
-1.1	0.5	-1.0	-3.8	-0.1	2.4	-5.0	1.9	-1.9	4.7	COC(=O)c1sccc1NC(=O)c1cccc(OC)c1
-0.8	-5.0	-2.1	0.1	0.7	5.0	1.4	-1.5	1.5	-12.1	Cc1cc([N+](=O)[O-])nn1CC(=O)Nc1c(C)n(C)n(-c2ccccc2)c1=O
-3.6	-6.4	3.7	7.8	0.4	4.6	0.7	-1.3	-11.2	-4.5	O=C(COC(=O)c1nc(Cl)ccc1Cl)Nc1ccc2[nH]c(=O)[nH]c2c1

Limited to MBD2 inh, for three of the compounds above:
Molecule | MBD2 inh
CCN(CC)CC#CCC(O)(c1ccccc1)C1CCCC1 (configuration not stated) | 0.6
O=C(O)c1nn(CCOc2ccc(Br)cc2)c(=O)c2ccccc12 | 2.7
CCCCCCCC1(C)NC(=O)NC1=O (configuration not stated) | 0.8

New compounds follow
PLC-gamma1 inh	PLCb3 inh	UHRF1 MBD2 ctr	DDE Tn7 FP inh	KLK7 zymogen act	MBD2 inh	Tn6 DDE FP	ADAM17 inh	ARFGAP1 inhibitor	ASAP1 GAP inh	SMILES
5.8	-5.6	2.2	-2.6	0.1	9.2	-5.7	-4.4	7.4	0.1	CSCCC(NC(=O)c1ccco1)c1nc2ccccc2[nH]1 (configuration not stated)
-2.6	2.0	-2.1	1.1	0.2	3.0	-2.3	-2.6	-1.6	-8.2	COc1cc2c(cc1OC)CN(C(=O)/C=C/c1ccc(F)cc1)CC2
-0.2	1.0	-2.0	-4.4	-0.5	-1.0	-1.9	0.7	3.7	-7.9	COc1cccc(C2CC(c3cccc(C)c3)n3ncnc3N2)c1 (configuration not stated)
-246.1	-349.9	-3.0	-2.0	7.8	-4.2	0.4	-73.5	0.3	0.2	CC(C)CNC(=O)CN1c2cccc3cccc(c23)S1(=O)=O
3.2	1.4	2.8	1.9	0.0	4.4	-1.5	-0.8	2.0	-5.0	CC(=O)N1CCN(C(=S)Nc2cc(S(=O)(=O)N3CCOCC3)ccc2Cl)CC1
0.1	-0.1	2.0	6.5	0.6	-2.9	1.3	-1.6	8.3	12.2	CCOC(=O)N1CCC(N2CCN(CCC(C)C)C(CCO)C2)CC1 (configuration not stated)
-7.3	-15.5	1.6	3.5	-0.3	4.0	6.2	-10.0	-9.5	-13.1	O=C(CCCc1ccccn1)c1cccc2ccccc12
4.4	-3.6	-0.1	-7.9	0.3	-3.0	-5.4	-2.1	2.5	-3.8	COc1ccc(NC(=O)CN(C)C(=O)c2n[nH]c3ccccc23)cc1
0.4	-4.7	5.5	0.4	0.0	0.1	1.2	0.6	16.8	7.0	O=C(OCC(=O)N1CCN(c2ccccc2)CC1)c1cc(Cl)ccc1[N+](=O)[O-]
-0.4	2.5	2.2	5.7	-0.7	-0.2	8.1	-4.5	4.1	-1.3	CSc1nnc(C)c(=O)[nH]1
-2.7	-8.9	0.8	0.2	-0.5	4.4	-2.6	-6.2	0.9	-4.7	COc1cc(OC)cc(C(=O)NNC(=O)CCC(=O)c2cccs2)c1
4.7	4.3	1.7	3.3	0.2	7.8	-1.1	0.2	4.7	7.4	COc1ccc(OCCCN2CCC(C(O)(c3ccccc3)c3ccccc3)CC2)cc1
10.8*	-23.7	6.1	4.1	0.8	-15.3	11.7	-1.0	8.7	19.8	O=C1OC(Nc2cc(Br)cc3cccnc23)c2ccccc21 (configuration not stated)
3.3	-8.7	-0.3	0.3	0.4	-5.6	3.8	4.9	14.6	3.1	CC1(C(=O)Nc2cnc3ccccc3c2)CCN1Cc1cc2ccccc2o1 (configuration not stated)
1.9	-7.7	4.6	-1.3	0.3	-2.1	2.1	0.5	-3.2	-2.1	CCc1ccc(NC(=O)CC2C(=O)NCCN2C(=S)Nc2ccccc2)cc1 (configuration not stated)
-9.9	-14.5	8.6	-6.4	0.3	-1.9	-5.4	5.0	10.1	-1.7	Cc1ccc(C(=O)Nc2ccc(N3CCCC3)cc2)c(C)c1
-2.3	2.4	-3.3	5.8	0.0	-0.4	5.9	-2.0	x	x	CCOC(=O)[C@@H]1CSCCS(=O)(=O)N1Cc1ccccc1
1.1	-7.0	0.9	-3.8	-0.2	6.0	-5.1	-5.3	-4.7	-11.9	Cc1cccc(NC(=O)Cn2nc([N+](=O)[O-])c(Br)c2C)n1
10.0*	5.5	1.9	-4.1	-0.6	2.3	-4.2	8.2	8.9	3.0	CC(=O)c1ccc(N2CCN(S(=O)(=O)c3cccc4nsnc34)CC2)cc1
1.9	-3.7	0.4	-3.8	0.0	-5.0	1.9	-2.7	-5.1	17.5	O=C(NCc1cccnc1)C1CC(c2ccccc2O)=NO1 (configuration not stated)
6.7	-2.3	-3.7	-4.7	-0.1	3.0	-11.1	5.4	14.3	2.1	Cc1cc(NC(=O)c2cc3cccc([N+](=O)[O-])c3[nH]2)ccc1F
-11.6	-8.8	-0.4	-3.7	-7.3	-0.1	0.4	-0.3	3.8	-0.3	COc1cccc(C(=O)Nc2nc(-c3ccc(S(=O)(=O)N4CCOCC4)cc3)cs2)c1
2.0	-1.4	0.2	1.8	-0.4	3.1	-2.2	-4.1	-4.3	1.8	CCOc1ccc(S(=O)(=O)Nc2ccc(C(=O)N(CC)CC(=O)NCc3cccs3)cc2)cc1

Some of these compounds in order of their number in PLCb3 inh, smallest number first.
PLC-gamma1 inh	PLCb3 inh	UHRF1 MBD2 ctr	DDE Tn7 FP inh	KLK7 zymogen act	MBD2 inh	Tn6 DDE FP	ADAM17 inh	ARFGAP1 inhibitor	ASAP1 GAP inh	SMILES
1.1	-7.0	0.9	-3.8	-0.2	6.0	-5.1	-5.3	-4.7	-11.9	Cc1cccc(NC(=O)Cn2nc([N+](=O)[O-])c(Br)c2C)n1
6.7	-2.3	-3.7	-4.7	-0.1	3.0	-11.1	5.4	14.3	2.1	Cc1cc(NC(=O)c2cc3cccc([N+](=O)[O-])c3[nH]2)ccc1F
-2.6	2.0	-2.1	1.1	0.2	3.0	-2.3	-2.6	-1.6	-8.2	COc1cc2c(cc1OC)CN(C(=O)/C=C/c1ccc(F)cc1)CC2

Outcome played no part in choosing rows; overall some 4.1% were active at least once.
